STAT3 activator = IL-6 driven STAT3 reporter potentiators, primary screen, U3A cells, luciferase, luminescence, MLSCN library | activation (% of control), % at 5.6 µM | 190,000 tested, 0.91% active | AID 871, 2007 | IL-6 STAT3-luciferase reporter; 100% = signal with IL-6 EC80 alone;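 active means activation above the screen-wide mean of compound activation plus 3 SD, cut at about 130% in these data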;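 further: 0% = background luminescence of wells with medium and substrate only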
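Assay system – human STAT1-deficient U3A cells with stable STAT3-luciferase reporter · Also added – IL-6 (33 ng/mL) · Schedule – compound 1 h, then IL-6 6 h at 37 °C · Technique – reporter luminescence signal · Evaluation – % activation versus median of IL-6-stimulated wells · Benchmarks – IL-6-only wells as 100% reference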
STAT1 activator = STAT1 signaling activators, primary screen, cell-based, HTS, luciferase reporter | NIH 3T3 STAT1-luciferase reporter, IFN-gamma, luminescence; 100% = IFN-gamma alone, no compound | activation (% of control), % at 5.5 µM | 200,000 tested, 2.6% active | AID 932, 2007;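 active means activation above the screen-wide mean activation plus 3 SD, cut at about 130% in these data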;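 further: raw ratio to IFN-gamma control signal so 100% means no change and 0% no light; values of inactives mirror those of a sister screen read the other way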
NF-kB neuron act = activators of NF-kB expression in neurons, primary screen, cell-based, HTS | human neuronal cells, NF-kB reporter expression; active compounds read high | fold change at 12.5 µM | 190,000 tested, 1.6% active | AID 1239, 2008; in the data active means fold change above about 3.3
FLuc inh counter = firefly luciferase enzyme inhibitors, primary screen, artefact control for luciferase-based inhibitor screens, biochemical, luminescence, ATPLite; Luciferin 4-monooxygenase (Photinus pyralis), P08659; 10 min; inhibition, % at 10 µM; 200,000 tested, 1.5% active;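 active means inhibition above about 50% when tested at 10 µM, limit read from the data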
Target sequence (P08659 whole entry, looked up): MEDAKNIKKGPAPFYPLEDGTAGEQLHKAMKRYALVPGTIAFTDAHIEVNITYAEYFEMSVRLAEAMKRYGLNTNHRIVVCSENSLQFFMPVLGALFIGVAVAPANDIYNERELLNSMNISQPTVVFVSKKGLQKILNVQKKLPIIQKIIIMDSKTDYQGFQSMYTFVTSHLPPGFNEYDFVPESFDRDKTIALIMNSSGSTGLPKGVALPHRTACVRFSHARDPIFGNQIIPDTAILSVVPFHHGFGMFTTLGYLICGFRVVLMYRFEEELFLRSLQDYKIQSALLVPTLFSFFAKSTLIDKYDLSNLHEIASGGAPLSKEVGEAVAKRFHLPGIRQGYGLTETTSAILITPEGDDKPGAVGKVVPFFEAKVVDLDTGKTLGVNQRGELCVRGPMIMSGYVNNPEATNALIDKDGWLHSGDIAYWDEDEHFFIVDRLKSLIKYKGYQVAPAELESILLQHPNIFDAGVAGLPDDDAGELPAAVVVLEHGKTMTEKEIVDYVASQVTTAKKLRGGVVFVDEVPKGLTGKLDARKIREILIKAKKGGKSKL
APP transl inh = inhibitors of APP translation via 5'UTR reporter, primary screen, APP 5'UTR luciferase, SH-SY5Y cells; AID 1285, 2008; inhibition, % at 2 µM; SH-SY5Y APP 5'UTR-luciferase reporter, luminescence; 190,000 tested, 0.82% active;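 active means inhibition above a set limit, derived from the sample mean plus 3 SD, cut at about 45% in these data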; further: values of inactives mirror those of a sister screen read the other way
FLuc stim CS = FLuc activators, initial screening, artefact control for FLuc-dependent activation tests, biochemical, ATPlite luminescence | Luciferin 4-monooxygenase (Photinus pyralis), P08659 | ATPlite luciferase biochemical, 10 min; 0 = ATP-free wells, 1 = DMSO control | activation factor at 10 µM | 200,000 tested, under 10 active | AID 1027, 2008;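 active means luciferase activation factor, scaled between plate controls, of at least 2 with compound at 10 µM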
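Assay system: Luciferase/luciferin detection reagent, cell-free biochemical luciferase assay / Read-out: luciferase activation / Benchmarks: No-ATP low control, compound-free enzyme-plus-ATP high control / Medium: PBS buffer for ATP / Detection: luminescence measurement of luciferase light output / Schedule: 10 min at ambient temperature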
STAT3 blocker = IL-6 driven STAT3 reporter inhibitors, primary screen, U3A cells, luciferase, luminescence, MLSCN library | IL-6 STAT3-luciferase reporter; host cell line lacks STAT1 | 190,000 tested, 0.89% active | inhibition, % at 5.5 µM | AID 862, 2007;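 active means inhibition above the mean inhibition across all screened compounds plus 3 SD, cut at about 44% in these data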;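 further: 0% = DMSO only wells and 100% = 100 µM nifuroxazide control wells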
APP 5'UTR act = activators of APP 5'UTR luciferase reporter, primary screen, SH-SY5Y cells | SH-SY5Y APP 5'UTR luciferase reporter, luminescence; zero percent = DMSO vehicle wells | activation, % at 2 µM | 190,000 tested, 1% active | AID 1276, 2008;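 active means activation above a set limit, based on mean plus 3 SD of controls, cut at about 140% in these data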; further: values of inactives mirror those of a sister screen read the other way
STAT1 blocker = STAT1 signaling inhibitors, primary screen, cell-based, HTS, luciferase reporter; NIH 3T3 STAT1-luciferase reporter, IFN-gamma, luminescence; inhibition, % at 5.5 µM; 200,000 tested, 0.35% active;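 active means inhibition above a set limit, the mean inhibition across all tested compounds plus 3 SD, cut at about 34% in these data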;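 further: 0% = IFN-gamma with DMSO and 100% = IFN-gamma with 300 µM nifuroxazide; values of inactives mirror those of a sister screen read the other way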
ROMK mod = ROMK potassium channel modulators, primary screen, cell-based, thallium flux, MLSMR library | ATP-sensitive inward rectifier potassium channel 1 (Homo sapiens), P48048 | Tet-inducible ROMK, thallium flux fluorescence; actives lie on both sides | 130,000 tested, 2% active | B-score at 10 µM;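 active means signal ratio slope over the read window, or its plate-corrected B-score, at least 3 SD from the plate mean, either direction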;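 further: B-score of the F/F0 ratio slope over 7 to 12 s after thallium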
Target sequence (P48048 whole entry, looked up): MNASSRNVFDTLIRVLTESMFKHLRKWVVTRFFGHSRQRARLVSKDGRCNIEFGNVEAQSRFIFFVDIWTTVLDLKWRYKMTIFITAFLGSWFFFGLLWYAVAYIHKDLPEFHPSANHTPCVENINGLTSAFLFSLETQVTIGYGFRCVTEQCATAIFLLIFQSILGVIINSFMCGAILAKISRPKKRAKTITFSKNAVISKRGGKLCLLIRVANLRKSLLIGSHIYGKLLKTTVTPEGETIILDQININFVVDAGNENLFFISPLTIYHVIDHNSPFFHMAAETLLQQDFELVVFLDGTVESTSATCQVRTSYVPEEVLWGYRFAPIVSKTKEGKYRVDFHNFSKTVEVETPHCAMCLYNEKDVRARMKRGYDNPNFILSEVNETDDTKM
An asterisk follows results filed as active; . = no result given.

The line under a structure holds: STAT3 activator	STAT1 activator	NF-kB neuron act	FLuc inh counter	APP transl inh	FLuc stim CS	STAT3 blocker	APP 5'UTR act	STAT1 blocker	ROMK mod
1: O=C(O)c1cccc(C(=O)c2cccc(C(=O)O)c2)c1
  102	103	1.5	-5	-7	1.1	3	7	-4	1.5
2: CCOC(=O)CSc1cc(CS(=O)(=O)c2ccccc2)nc(-c2ccccc2)n1
  98	101	1.1	-1	6	1	3	-7	-2	.
3: Cc1ccc(SCC(=O)N2CCCC2)cc1
  91	107	1.5	0	-10	1	17	10	-7	.
4: N#CC(C(=O)Nc1ccccc1)=C1CCCCC1
  95	105	1.6	-2	-5	1	13	5	-4	.
5: COCCSc1nnc(NC(=O)Cc2ccccc2OC)s1
  102	95	0.81	-2	-19	1	2	19	5	.
6: CC1C/C(=C/c2cccn2C)C(=O)/C(=C/c2cccn2C)C1 (configuration not stated)
  79	93	0.86	-4	9	1	28	-9	7	.
7: NC(=O)CSc1nc(O)cc(=O)n1-c1ccccc1
  95	99	1.2	-4	-10	1	10	10	1	.
8: CC1=C(C(=O)N2CCOCC2)C(c2cccc3ccccc23)NC(=S)N1 (configuration not stated)
  97	98	0.99	6	-24	0.9	2	24	2	.
9: CC(=O)c1sc(NC(=O)COc2c(C)cc(Cl)cc2C)nc1C
  110	106	1.2	-2	-11	1	-10	11	-7	-0.72
10: Cc1cc(C)nc(SCCc2ccncc2)n1
  90	98	0.96	5	-9	1	16	9	0	1.1
11: COc1ccc(-c2cc(C(=O)NCc3cn(C)nc3C)c3ccccc3n2)cc1OC
  88	89	1.1	2	19	1	14	-19	12	-1.2
12: O=C(Cc1ccccc1)Nc1ccccc1N1CCCC1
  92	93	1.1	-4	1	1	13	-1	6	-0.41
13: CCCn1c(CNC(=O)c2ccccc2)nc2ccccc21
  100	106	2	-4	26	1	5	-26	-6	.
14: Cc1ccc(S(=O)(=O)N(C)CCCC(=O)n2nc(C)cc2C)cc1
  100	95	0.82	-3	4	1	3	-4	5	0.3
15: COc1ccc(C(=S)N2CCCC2)cc1OC
  103	102	0.81	-2	-13	1	-4	13	-4	0.22
16: COc1ccc(C(=O)/C=C\N2CCOCC2)cc1
  104	96	1.1	10	4	0.9	2	-4	5	.
17: Cn1c(=O)n(C)c2cc(/C=N/N=C3/NC(=O)C(CC(=O)O)S3)ccc21 (configuration not stated)
  106	102	1.2	-2	10	1	-4	-10	-4	0.1
18: CCc1ccc(S(=O)(=O)NC(=S)NC2CCCCC2)cc1
  100	98	1.1	-4	7	1	12	-7	1	-0.14
19: COc1ccc(Cn2c(=O)[nH]c3cc(C(=O)NCCc4ccc(S(N)(=O)=O)cc4)ccc3c2=O)cc1
  105	109	1.1	-1	10	1	0	-10	-7	0.24
20: COc1ccc(OC)c(NC(=O)Nc2nnc(N3CCC(C)CC3)s2)c1
  97	95	1.2	3	48*	1	4	-48	5	-0.012
21: COc1ccccc1CNC(=O)c1ccc2nc3[nH]c4ccccc4c3nc2c1
  87	106	1.1	-3	-24	1	15	24	-6	.
22: CC(C)[C@H](NC(=O)Nc1ccc2c(c1)OCCO2)C(=O)O
  104	96	1.2	-1	-5	1	-3	5	4	.
23: O=C(CSc1nc2c(c(=O)n1-c1ccc(F)cc1)SCC2)NCC1CCCO1 (configuration not stated)
  101	102	1.2	-3	18	1	-1	-18	-3	0.16
24: CC1CN(S(=O)(=O)c2ccc(Cl)c(C(F)(F)F)c2)CC(C)O1 (configuration not stated)
  96	89	1	-3	-3	1	9	3	11	.
25: CCN=C1SC(C(=O)Nc2ccc(OCC)cc2)CC(=O)N1CC (configuration not stated)
  102	102	1.1	-1	-2	1	10	2	-3	0.64
26: CC(=O)C(Sc1ccc2nnc(-c3ccc(F)cc3)n2n1)C(C)=O
  102	100	1	-7	1	1.1	7	-1	0	.
27: CCCCNS(=O)(=O)c1ccc2nc(SCC(=O)c3ccccc3OC)[nH]c2c1
  72	100	1.1	-8	-13	1.1	37	13	0	-1.8
28: Cn1c(-[n+]2c(-c3ccccc3)cc(-c3ccccc3)cc2-c2ccccc2)nc2c([N+](=O)[O-])cccc21
  151*	90	0.74	-6	-2	1.1	-53	2	11	-0.7
29: CCOC(=O)CCn1nc(-c2ccccc2)cc1N
  99	109	1.4	-1	2	1	6	-2	-10	0.0008
30: O=C(CSc1nnc(CCCO)n1-c1ccccc1)NCCc1ccccc1
  103	107	1.2	-2	11	1	0	.	-3	1.8
31: CCOC(=O)N1CCN(C(=O)Cn2cnc3ccccc3c2=O)CC1
  112	93	0.89	-2	9	1	-8	-9	7	0.88
32: Cc1nn(Cc2ccc(Cl)c(Cl)c2)c(C)c1NC(=O)c1cc(-c2ccco2)on1
  100	92	0.9	-5	11	1.1	6	-11	7	.
33: O=P(O)(CCc1ccccn1)CN1CCOCC1
  97	96	.	2	-5	1	10	5	4	0.33
34: O=C(CC1C(=O)NCCN1Cc1ccc(F)cc1)NCCOc1cccnc1 (configuration not stated)
  95	87	.	-1	-1	1	10	1	13	0.1
35: CCC(C)NC(=O)/C=C/c1cccs1 (configuration not stated)
  99	101	0.97	-6	0	1.1	-2	0	-1	-0.23
36: Oc1c(Cl)cc(Cl)cc1/C=N/Nc1ncc(Br)cn1
  89	92	1	-5	81*	1	15	-81	7	0.094
37: CC(C)c1ccc(NC(=O)CSc2ncccc2C(=O)Oc2cccc([N+](=O)[O-])c2)cc1
  105	114	0.89	2	-76	1	-2	76	-16	-1.2
38: Cc1nnc(NCc2ccco2)c2ccccc12
  93	94	1	-2	3	1	12	-3	7	.
39: CC(C)(C)c1csc(SCC(=O)Nc2ccc(Cl)cn2)n1
  104	92	1.1	-6	-4	1.1	0	4	9	.
40: Cc1ccc(CN2CCN(Cc3ccc(OCCO)cc3)CC2CCO)o1 (configuration not stated)
  100	95	1	-7	4	1.1	5	-3	4	1.5
41: COc1ccccc1CNC(=O)/C=C/c1cc2c(cc1Br)OCO2
  90	98	1	0	-2	1	18	2	2	.
42: CCOC(=O)N1CCC(C(N)=O)CC1
  92	94	1.1	-2	-6	1	15	6	7	.
43: COc1ccccc1CNC(=O)CCS(=O)(=O)c1cccc2nonc12
  100	99	1.1	0	7	1	8	-7	1	.
44: Cc1cc(C)c(C#N)c(SCC(=O)Nc2nnc(-c3ccccc3)s2)n1
  90	100	1.2	-9	-11	1.1	13	11	0	.
45: O=C(COc1ccccc1)Nc1nc(-c2ccc(S(=O)(=O)N3CCOCC3)cc2)cs1
  90	93	0.57	-7	-20	1.1	16	20	8	.

Results in sequence from the list:
Nos. 8 to 14 in NF-kB neuron act read 0.99, 1.2, 0.96, 1.1, 1.1, 2, 0.82
Nos. 8 to 14 in APP 5'UTR act read 24, 11, 9, -19, -1, -26, -4
Nos. 8 to 14 in STAT1 activator read 98, 106, 98, 89, 93, 106, 95

Remaining list, next part.
The line under a structure holds: STAT3 activator	STAT1 activator	NF-kB neuron act	FLuc inh counter	APP transl inh	FLuc stim CS	STAT3 blocker	APP 5'UTR act	STAT1 blocker	ROMK mod
46: COc1ccc(OC)c(CN(CCCN2CCOCC2)C(=O)Nc2ccccc2)c1
  103	100	1	-5	-17	1.1	0	17	0	.
47: C(=C\c1ccccc1)/C=N/Nc1nc2ccccc2s1
  130	158*	3	20	-179	0.8	-32	179*	-65	0.48
48: Cc1c(C(=O)OCC(=O)Nc2ccc3c(c2)OCO3)cccc1[N+](=O)[O-]
  90	110	0.97	2	-1	1	11	1	-11	-0.55
49: CC1CCCN(C(=O)c2ccc3c(=O)n(C4CCCC4)c(=S)[nH]c3c2)C1 (configuration not stated)
  80	89	0.87	0	-23	1	32	23	12	-0.65
50: CCOC(=O)Cc1cnc(NC(=O)c2ccccc2)s1
  101	115	1.4	11	-26	0.9	4	26	-16	.
51: CCC(C)NC(=S)Nc1ccc2nc(N3CCN(CC)CC3)cc(C)c2c1 (configuration not stated)
  106	119	1.4	-8	-8	1.1	-4	8	-22	0.13
52: CCOC(=O)c1c(C)[nH]c(C(=O)CSc2nc(C)cc(C)n2)c1C
  77	98	1.1	-5	1	1	27	-1	3	0.31
53: O=C(Nc1nccs1)C1CCCN1S(=O)(=O)c1ccc(Cl)cc1 (configuration not stated)
  102	99	0.88	-6	-2	1.1	2	2	1	0.4
54: O=C(O)c1cccc(NS(=O)(=O)c2ccc(NC(=O)c3ccco3)cc2)c1
  99	101	1.1	-1	-4	1	0	4	-1	.
55: CCN(CC)C(=O)C1CCN(Cc2ccc(Br)cc2)CC1
  93	104	0.89	-10	7	1.1	10	-7	-4	-0.31
56: CCCc1cc(=O)[nH]c(SCC(=O)c2cc(C)n(CCOC)c2C)n1
  99	106	1	-4	-7	1	11	7	-6	.
57: COc1ccccc1NC(=O)CN1C(=O)NC(CC(C)C)C1=O (configuration not stated)
  102	98	0.8	-8	12	1.1	8	-12	3	.
